TTR transcr act – TTR transcription activation, primary screen | SH-SY5Y TTR promoter Gaussia luciferase, luminescence; 100% = recombinant luciferase protein wells | activation, % at 16.7 µM | hit rate 1.3% among 92,000;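 active = activation above the mean of all tested compounds plus 3 SD, cut at about 9.5% in these data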;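 note: cells exposed to compounds for one day before reading; 0% = median of all test compound wells on the plate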
* hit, by the source's call. Not all compounds are listed (hit frequency here may not be typical).

SMILES	TTR transcr act
COc1ccc(C(=O)OC(C)CN2CCN(C)CC2)cc1 (configuration not stated)	0.1
CC(C)c1ccc(NC(=O)CSc2n[nH]c(=O)n2Cc2ccco2)cc1	-2.6
COc1cc(OC)cc(C(=O)Nc2ccc(C(=O)Nc3ccccc3OC)cc2)c1	-0.6
COCCCNC(=O)c1cc(C)nc2ccc(F)cc12	0.5
O=C(OC(C(=O)Nc1ccc([N+](=O)[O-])cc1Br)c1ccccc1)c1ccccc1 (configuration not stated)	-0.6
COC(=O)c1cccc(COC(=O)c2cccnc2SC)c1	12.5*
CCOC(=O)c1cnc2c(ccc3ccccc32)c1N	0.5
Cc1c(C)c2ccc(OCC(=O)Nc3ccccc3C(N)=O)cc2oc1=O	3.5
CCCCn1c(N)c(N(CCC(C)C)C(=O)CSc2nnc(C)s2)c(=O)[nH]c1=O	-0.5
Cc1c(C(=O)N2CCOCC2)oc2ccccc12	0.2
Cc1csc(SCC(=O)NC23CC4CC(CC(C4)C2)C3)n1	11.3*
Cc1cccc2c(Cl)cc(=O)[nH]c12	1.6
COc1cc(Cl)ccc1OCc1cc(C(=O)NCC(C)c2ccccc2)no1 (configuration not stated)	0.2
COC(=O)COc1c(Cl)cc(Cl)c2ccc(C)nc12	1.2
CN(C(=O)c1ccc(C#N)cc1)c1nnc(-c2cnccn2)s1	0.2
CCOC(=O)N1CCN(C(=O)c2ccc(Oc3ccc([N+](=O)[O-])cc3)cc2)CC1	0.1
CC1CCN(c2nc3c(cc2C#N)COC(C)(C)C3)CC1	1.6
CCOC(=O)C1CCCN(S(=O)(=O)c2cccc3cccnc23)C1 (configuration not stated)	0.6
COc1ccc(-c2c(C(F)(F)F)oc3cc(OCC(=O)Nc4ccccc4C(F)(F)F)ccc3c2=O)cc1OC	8.9
CSc1nnc(-c2sccc2-n2cccc2)o1	0.6

Ordered by SMILES length (high to low): some entries from above.
SMILES	TTR transcr act
COc1ccc(-c2c(C(F)(F)F)oc3cc(OCC(=O)Nc4ccccc4C(F)(F)F)ccc3c2=O)cc1OC	8.9
CCOC(=O)N1CCN(C(=O)c2ccc(Oc3ccc([N+](=O)[O-])cc3)cc2)CC1	0.1
COc1cc(Cl)ccc1OCc1cc(C(=O)NCC(C)c2ccccc2)no1 (configuration not stated)	0.2
COc1ccc(C(=O)OC(C)CN2CCN(C)CC2)cc1 (configuration not stated)	0.1
COCCCNC(=O)c1cc(C)nc2ccc(F)cc12	0.5
Cc1c(C(=O)N2CCOCC2)oc2ccccc12	0.2
CSc1nnc(-c2sccc2-n2cccc2)o1	0.6

Additional entries:
SMILES	TTR transcr act
Cc1ccc(/C(N)=N/OC(=O)CCc2ccccc2)cc1	-1.1
COc1cc(/C=C(\C#N)c2ccccn2)ccc1OCc1ccccc1Cl	0.8
O=C(NCCS(=O)(=O)c1ccc(Br)cc1)c1ccc(Cl)cc1	-1.1
Cc1ccc(NC2CCCN(C(=O)c3cc(C(C)C)[nH]n3)C2)cc1C (configuration not stated)	-0.2
O=[N+]([O-])c1ccc(NCc2ccc(Cl)cc2)nc1	-0.3
CC1(C)CC(=O)C=C(c2n[nH]nc2C2CC2)C1	0.6
CC(C)c1nc2sc3c(=O)[nH]c(=S)[nH]c3c2c2c1CCCC2	-0.2
C[C@H]1CN([C@@H](C)CO)S(=O)(=O)c2ccc(Br)cc2O[C@H]1CN(C)C(=O)c1cccc(F)c1	1.7
c1ccc(CN2CC[C@@H](Nc3nccn4ccnc34)C2)cc1	0.5
CCOC(=O)c1c(NC(=O)CSc2nnnn2-c2ccccc2)sc2c1CCC(C)C2 (configuration not stated)	-0.5
C/C(=C\c1ccccc1)CN1CCN(C)CC1	3.3
CCn1c(CCNC(=O)c2cccs2)nnc1SCC(=O)Nc1cccc(Cl)c1	-0.1
O=C(c1cccs1)N(CCO)Cc1cc2cc3c(cc2[nH]c1=O)OCCO3	6.7
O=C(C[C@H]1CC[C@@H]2[C@H](COC[C@H](O)CN2Cc2nccs2)O1)NCc1ccccc1Cl	-1.8
Cc1ccc(-c2ccc(CCC(=O)O)o2)cc1	0.4
CN(Cc1cccnc1)C(=O)CC1C(=O)NCCN1CC(c1ccccc1)c1ccccc1 (configuration not stated)	0.4
CCCCCC1CCC(c2ccc(/C(N)=N/O)cc2)CC1 (configuration not stated)	4.1
Cc1ccccc1NC(=O)c1ccc2c(c1)CCN2S(C)(=O)=O	0.7
O=C(NCc1ccccn1)c1cn(Cc2ccccc2)nn1	-0.9
C=C(C)c1ccc(C(C)(C)NC(=O)N2CCN(C)CC2)cc1	0.0
CSc1ccccc1NC(=O)COC(=O)c1ccc(O)cc1	2.2
Cn1nc(-c2ccccc2)cc1NC(=O)Nc1ccccc1F	-0.7
O=C(O)CCCCC1SCC2NC(=O)NC21 (configuration not stated)	0.7
CCCN1CCC(=O)N(CCO)CC1	6.4
CCC(C)NS(=O)(=O)c1cc2c3c(c1)CCN3C(=O)CC2 (configuration not stated)	0.5
CCOC(=O)c1sc(N)nc1-c1ccccc1	0.5
COc1ccc(C(=O)C2CCCN(C(=O)c3cccs3)C2)cc1F (configuration not stated)	0.3
Cc1oc(C(=O)O)cc1COc1cccc2ccccc12	-1.9
O=C(NCc1ccc2c(c1)OCO2)c1cc(-c2cc(Cl)ccc2O)n[nH]1	5.5
COc1ccc(C(=O)NCC(c2ccccc2)c2ccccc2)cc1S(=O)(=O)N1CCOCC1	0.5
CCOC(=O)C(=CNc1ccc(N2CCOCC2)cc1)C(=O)OCC	0.4
Cc1cc(-c2ccc(Cl)cc2)n2nc(C)cc2n1	0.4
Cn1cccc1C(=O)N1CCN(S(=O)(=O)c2ccccc2)CC1	-0.1
C/C(=N\OCC(=O)OCC(=O)N(C)c1ccccc1)c1ccc2c(c1)OCO2	-1.0
Cc1cc(NC(=O)CC(C)C)c(=O)n(Cc2ccccc2F)c1	-0.4
CCOc1ccc(CCNC(=O)c2sc3nc4n(c(=O)c3c2C)CCC4)cc1	3.1
Cc1ccc(NC(=O)c2csc3c2CCCC3)cc1	-2.1
CNC(=O)CSc1nc(N)c2c3c(sc2n1)CCC3	0.8
Nc1ccccc1-c1ccccc1N	-0.5
Cc1ccc(S(=O)(=O)NCc2ccncc2)cc1C	-2.9
O=C1N=c2ccccc2=C1c1sc(=S)n(NC(=O)c2ccccc2)c1O	-1.5
O=C(Nc1nnc(-c2ccco2)o1)c1ccc(S(=O)(=O)N2CCOCC2)cc1	0.2
Cc1cccc(N/C(N)=N/c2nc(CSc3ccc(Cl)cc3)cc(=O)[nH]2)c1	1.4
CC(C(=O)NN)c1ccc([N+](=O)[O-])cc1 (configuration not stated)	0.2
O=S(=O)(NC1=NCCC1)c1ccc(F)cc1	-1.4
CC(C)CNS(=O)(=O)c1ccc(CCC(=O)Nc2ccc3c(c2)OCCO3)cc1	3.2
Cc1ccnc(N(C(=O)Nc2ccccc2)C2=NCC(C)(C)S2)c1	1.0
C=CCCCCCCCCC(=O)NN	0.7
CCc1nc(C#N)c(N2CCCCC2)o1	0.1
Cc1cc(C)n2nc(C)c(Br)c2n1	1.0
More records follow:
SMILES	TTR transcr act
O=C(CSc1cn[nH]n1)Nc1ccc(O)c(C(=O)O)c1	1.0
CNC[C@H]1Oc2c(NS(=O)(=O)c3ccc(F)cc3)cccc2C(=O)N([C@H](C)CO)C[C@@H]1C	-1.5
CC1(C)C=C2[C@H]3CC[C@@H]4[C@@]5(C)CCC(=O)C(C)(C)[C@@H]5CC[C@@]4(C)[C@]3(C)CC[C@@]2(C(=O)O)CC1	-1.6
O=C(Nc1cccc2cccnc12)c1ccccc1Cl	4.0
CC(=O)c1ccc(NC(=O)C2CCCN(S(=O)(=O)c3ccc(-n4cnnn4)cc3)C2)cc1 (configuration not stated)	-1.7
CSCC[C@H](NC(=O)c1ccco1)c1nnc2ccccn12	2.3
CC1=NN(C(C#N)c2ccccc2C)C(C)(C)C1 (configuration not stated)	0.8
CC(C)(C)S(=O)(=O)N1Cc2cc(CO)ccc2[C@@H]1CCO	3.3
Cc1ccc2[nH]cc(CCNC(=O)C3CCCO3)c2c1 (configuration not stated)	-0.4
CCCCn1nnnc1NCc1ccc(OC)c(OC)c1OC	0.9
CCn1nc(C)cc1-c1nnc(SCC(=O)Nc2ccccc2)n1CCCOC	0.1
COc1ccc(-c2nnc(-c3ccc(N)cc3)o2)cc1	-1.6
CCC(C)NC(=O)CSc1nc2ccccc2c(=O)n1-c1c(C)n(C)n(-c2ccccc2)c1=O (configuration not stated)	-0.6
CCOC(=O)C1CCNC(=O)C1=O (configuration not stated)	0.2
CC1CCc2c(sc3nc(SCC(=O)O)n(-c4ccccc4)c(=O)c23)C1 (configuration not stated)	1.9
COC(=O)c1cc(=O)c2ccc(OC)cc2o1	0.2
O=C(Cn1cnc2scc(-c3ccc(F)cc3)c2c1=O)NCC(c1ccco1)N1CCCC1 (configuration not stated)	-1.5
CCOCCCNC(=S)N1CCC(NC(=O)c2ccco2)CC1	0.4
O=C(O)c1ccc(CSc2nc3ccccc3c(=O)n2-c2ccccc2)cc1	-0.5
CC(=O)c1ccc(N2C(=O)NC3(CCCCC3)C2=O)cc1	2.6
Cc1nc(-c2ccccc2)sc1C(=O)/C=C/N(C)C	-0.8
Nc1nnc(COc2cccc(C(F)(F)F)c2)s1	0.0
Nc1ccc2c(c1)N=[N+]([O-])c1cc(N)ccc1C2	-0.2
O=C(NCc1ccco1)c1ccc2sc([C@H]3C[C@H](O)[C@@H](CO)O3)nc2c1	0.6
CC(C)CN1CCN(Cc2nc3ccccc3s2)CC1CCO (configuration not stated)	-1.1
COc1ccc(Nc2nc3ccccc3nc2-n2nc(C)cc2C)cc1	-1.0
Cc1nn(-c2ccccc2)c(C)c1NC(=O)COC(=O)/C=C/c1ccccc1	0.9
S=c1[nH]nc(C2CCCCC2)n1/N=C/c1ccccc1	-2.2
Cc1nnc(NC(=O)c2ccc(C)c(S(=O)(=O)N3CCCCCC3)c2)s1	-1.9
O=C(O)c1cccnc1C(=O)N1CCc2c([nH]c3ccccc23)C1C(F)(F)F (configuration not stated)	1.5
COC(CNC(=O)c1cc(C)nn1-c1ccccc1)OC	1.6
N#C/C(=C\c1ccc(O)cc1)C(=O)NCc1cccc(Cl)c1	-2.1
CCOc1cc(C(c2c(C)[nH][nH]c2=O)c2c(C)[nH][nH]c2=O)ccc1OS(=O)(=O)c1ccccc1	-0.9
CCCCN(C)CCC(=O)Nc1ccc(C)cc1	-2.4
CCNc1nc(OCCNC(C)=O)nc(N(C)C)n1	-1.6
Cc1cccc(NC(=O)c2ccc(NS(=O)(=O)c3c(C)noc3C)cc2)c1	-1.5
Cc1ccc(S(=O)(=O)N=S(CC2CC2(Cl)Cl)CC2CC2(Cl)Cl)cc1 (configuration not stated)	-0.6
Cc1cccc(Cc2cnc(N3C(=N)SC(C)C3=O)s2)c1 (configuration not stated)	-1.5
COC(=O)[C@]12C[C@H](CC(=O)N3CCN(C(=O)C4CC4)CC3)C(=O)N(Cc3cccc4ccccc34)C1=C[C@H](C1CCCC1)O[C@@H]2C	-1.5
Cc1nn(CC(=O)N2CCN(C(=O)c3ccco3)CC2)c(C)c1[N+](=O)[O-]	-0.6
O=C(NCCc1ccccc1)c1ccc(S(=O)(=O)N2CCCC2)cc1	4.6
FC(F)(F)c1cccc(N2CCN(c3ccc4nnc(-c5ccccc5)n4n3)CC2)c1	3.4
COc1cccc(-n2c(=O)[nH]cc(C(=O)Nc3ccc4c(c3)OCCO4)c2=O)c1	-1.2
CSCCC(NC(=O)c1ccccc1Cl)C(=O)NC1CCN(Cc2ccccc2)CC1 (configuration not stated)	0.8
CCCCN1C(=O)C(=O)N(c2ccccc2)C1=S	-0.6
c1coc(-c2nc3ccccc3nc2-c2ccco2)c1	-2.3
Cc1ccc2c(C(=O)CCl)c(C)[nH]c2c1	-2.0
Cc1ccc(NS(=O)(=O)Cc2ccccc2)nc1	0.1
CCOc1ccc(CC2CC(=O)NC2=O)cc1 (configuration not stated)	-4.2
CCN1C(=O)NC2=C(C(=O)c3ccccc32)C1c1ccccc1F (configuration not stated)	-0.5
The list goes on.
SMILES	TTR transcr act
Cc1ccc(S(=O)(=O)CS(=O)(=O)c2ccc(C)cc2)cc1	2.7
CN(c1cccc(NC(=O)c2ccc(N(C)S(=O)(=O)c3ccccc3)cc2)c1)S(C)(=O)=O	-5.2
Cc1cc(Br)ccc1SCC(=O)OCC(=O)NCc1ccco1	0.5
CN1CCN(C(=O)N2c3ccccc3CCc3ccccc32)CC1	0.6
Clc1ccc(OCc2nn3c(-c4ccccc4)nnc3s2)c(Cl)c1	1.2
CCCCNC(=O)C1(C)CCCCN1C(=O)c1cc(C)n(C(C)(C)C)n1 (configuration not stated)	-0.8
O=C(O)c1ccc(NS(=O)(=O)c2cccc3nsnc23)cc1	0.1
O=S(=O)(NCCc1ccc(F)cc1)c1cc(C(F)(F)F)ccc1Br	0.4
O=C(Cn1ccnc1)c1ccc(Cl)cc1	0.1
COC(=O)c1c(NC(=S)NNC(=O)c2ccc(Cl)s2)sc(C(=O)N(C)C)c1C	-1.0

Exported as labelled records: 3 of the compounds above
compound: Cc1cc(Br)ccc1SCC(=O)OCC(=O)NCc1ccco1
  TTR transcr act: 0.5
compound: O=C(Cn1ccnc1)c1ccc(Cl)cc1
  TTR transcr act: 0.1
compound: CN1CCN(C(=O)N2c3ccccc3CCc3ccccc32)CC1
  TTR transcr act: 0.6

The results go on:
SMILES	TTR transcr act
CC(=O)NC(CC(=O)NC(C)c1ccc(Cl)cc1Cl)c1ccccc1 (configuration not stated)	-1.2
COc1ccccc1C(O)c1nccn1C (configuration not stated)	14.4*
O=C(CSc1cccc(C(F)(F)F)c1)Nc1cc(S(=O)(=O)N2CCCC2)ccc1Cl	2.0
Cc1csc(SCC(=O)c2c(N)n(CC(C)C)c(=O)n(C)c2=O)n1	-2.3
O=Cc1ccc(-n2cccn2)cc1	2.2
Cc1nnc(SCC(=O)Nc2ccc3c(c2)OCO3)[nH]c1=O	0.4

Four compounds picked at random from the list so far, as already listed:
SMILES	TTR transcr act
Cc1nnc(SCC(=O)Nc2ccc3c(c2)OCO3)[nH]c1=O	0.4
COc1cccc(-n2c(=O)[nH]cc(C(=O)Nc3ccc4c(c3)OCCO4)c2=O)c1	-1.2
CCNc1nc(OCCNC(C)=O)nc(N(C)C)n1	-1.6
Cc1nnc(NC(=O)c2ccc(C)c(S(=O)(=O)N3CCCCCC3)c2)s1	-1.9

Assay outcomes (PubChem)
